STAT3 blocker – inhibitors of IL-6 induced STAT3 signaling; 190,000 tested, 0.89% active; U3A cells, IL-6 STAT3-luciferase reporter, luminescence; host cell line lacks STAT1; inhibition, % at 5.5 µM;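 active means inhibition above the mean inhibition across all screened compounds plus 3 SD, cut at about 44% in these data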;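 further: 0% = DMSO only wells and 100% = 100 µM nifuroxazide control wells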
ROMK primary – modulators of human ROMK potassium channel; Tet-inducible ROMK, thallium flux fluorescence; actives lie on both sides; 130,000 tested, 2% active; P48048; B-score at 10 µM;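 active means signal ratio slope over the read window, or its plate-corrected B-score, at least 3 SD from the plate mean, either direction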;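 further: B-score of the F/F0 ratio slope over 7 to 12 s after thallium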
Target sequence (P48048 whole entry, looked up): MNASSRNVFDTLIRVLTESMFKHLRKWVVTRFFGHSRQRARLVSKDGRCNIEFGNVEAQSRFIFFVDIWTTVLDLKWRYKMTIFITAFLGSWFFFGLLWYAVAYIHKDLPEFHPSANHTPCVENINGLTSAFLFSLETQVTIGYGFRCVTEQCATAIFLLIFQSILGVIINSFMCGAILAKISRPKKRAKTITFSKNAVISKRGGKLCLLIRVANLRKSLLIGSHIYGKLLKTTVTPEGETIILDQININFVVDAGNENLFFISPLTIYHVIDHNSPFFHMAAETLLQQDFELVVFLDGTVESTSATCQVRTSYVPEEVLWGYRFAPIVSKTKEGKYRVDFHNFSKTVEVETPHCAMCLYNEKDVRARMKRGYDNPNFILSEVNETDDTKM
STAT1 act – increases IFN-gamma driven STAT1 reporter signal; NIH 3T3 STAT1-luciferase reporter, luminescence; 100% = IFN-gamma alone, no compound; activation (% of control), % at 5.5 µM; 200,000 tested, 2.6% active;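 active means activation above the screen-wide mean activation plus 3 SD, cut at about 130% in these data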;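 further: raw ratio to IFN-gamma control signal so 100% means no change and 0% no light; values of inactives mirror those of a sister screen read the other way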
FLuc act counter – affects firefly luciferase, flagging false hits in luciferase stimulation screens. activation factor at 10 µM. AID 1027. 200,000 tested, under 10 active. P08659. ATPlite luciferase biochemical, luminescence, 10 min; 0 = ATP-free wells, 1 = DMSO control;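 active means luciferase activation factor, scaled between plate controls, of at least 2 with compound at 10 µM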
Target sequence (P08659 whole entry, looked up): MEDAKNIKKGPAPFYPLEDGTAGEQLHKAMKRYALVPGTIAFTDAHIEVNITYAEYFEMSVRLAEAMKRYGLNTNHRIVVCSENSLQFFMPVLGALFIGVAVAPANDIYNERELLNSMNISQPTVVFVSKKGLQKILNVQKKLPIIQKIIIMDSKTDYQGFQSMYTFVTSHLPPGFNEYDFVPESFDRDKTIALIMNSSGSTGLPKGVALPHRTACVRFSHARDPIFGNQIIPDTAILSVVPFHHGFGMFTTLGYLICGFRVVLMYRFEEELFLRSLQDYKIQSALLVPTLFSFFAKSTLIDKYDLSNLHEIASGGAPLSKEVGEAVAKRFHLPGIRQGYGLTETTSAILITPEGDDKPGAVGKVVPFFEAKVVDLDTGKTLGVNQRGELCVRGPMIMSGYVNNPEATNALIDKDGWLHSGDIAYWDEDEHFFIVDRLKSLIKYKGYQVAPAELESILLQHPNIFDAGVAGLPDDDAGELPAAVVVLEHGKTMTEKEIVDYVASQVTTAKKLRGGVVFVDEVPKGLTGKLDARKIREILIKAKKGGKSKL
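System: luciferase plus luciferin reagent, cell-free; medium: PBS as buffer for the ATP substrate; dosing: test compounds dosed from 2 mM stocks in 100% DMSO; timing: 10 min post-reagent at room temperature; measured by: luminescence measurement of luciferase light output; evaluation: luciferase activation, seen as luminescence increase over controls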
FLuc inh counter – inhibits firefly luciferase, flagging false hits in luciferase inhibition screens | P08659 | ATPLite firefly luciferase biochemical luminescence, 10 min | inhibition, % at 10 µM | 200,000 tested, 1.5% active;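 active means inhibition above about 50% when tested at 10 µM, limit read from the data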
APP 5'UTR act – APP 5'UTR luciferase reporter activation | SH-SY5Y APP 5'UTR luciferase reporter, luminescence; zero percent = DMSO vehicle wells | AID 1276 | activation, % at 2 µM | 190,000 tested, 1% active;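 active means activation above a set limit, based on mean plus 3 SD of controls, cut at about 140% in these data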; further: values of inactives mirror those of a sister screen read the other way
STAT1 inh – STAT1 signaling inhibition; AID 920; inhibition, % at 5.5 µM; 200,000 tested, 0.35% active; NIH 3T3 STAT1-luciferase reporter, IFN-gamma, luminescence;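 active means inhibition above a set limit, the mean inhibition across all tested compounds plus 3 SD, cut at about 34% in these data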;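 further: 0% = IFN-gamma with DMSO and 100% = IFN-gamma with 300 µM nifuroxazide; values of inactives mirror those of a sister screen read the other way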
NF-kB neuron act – compounds increasing NF-kB expression in human neuronal cells. NF-kB reporter expression; hits give high values. fold change at 12.5 µM. 190,000 tested, 1.6% active; in the data active means fold change above about 3.3
APP transl inh – APP translation inhibition. 190,000 tested, 0.82% active. inhibition, % at 2 µM. SH-SY5Y APP 5'UTR-luciferase reporter, luminescence. AID 1285;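 active means inhibition above a set limit, derived from the sample mean plus 3 SD, cut at about 45% in these data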; further: values of inactives mirror those of a sister screen read the other way
STAT3 activator – STAT3 signaling activation. U3A cells, IL-6 STAT3-luciferase reporter, luminescence; 100% = signal with IL-6 EC80 alone. activation (% of control), % at 5.6 µM. 190,000 tested, 0.91% active. AID 871;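 active means activation above the screen-wide mean of compound activation plus 3 SD, cut at about 130% in these data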;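 further: 0% = background luminescence of wells with medium and substrate only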
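Material: STAT1-lacking human U3A cells, STAT3 luciferase reporter | Benchmarks: IL-6-only wells as 100% reference | Probe or stimulus: IL-6 (33 ng/mL) | Timing: Compound 1 h, then IL-6 6 h at 37 °C | Detection: Luminescence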
* hit, by the source's call; nt = not tested or not shown.

SMILES | STAT3 blocker | ROMK primary | STAT1 act | FLuc act counter | FLuc inh counter | APP 5'UTR act | STAT1 inh | NF-kB neuron act | APP transl inh | STAT3 activator
COc1ccc(/C=C2\C(=O)ON=C2c2cccc([N+](=O)[O-])c2)cc1 | 5 | 0.25 | 103 | 1.1 | -10 | -14 | -4 | 1.1 | 14 | 97
O=C(NCCCO)/C(=C\c1cn(-c2ccccc2)nc1-c1cccnc1)NC(=O)c1ccccc1 | 2 | -0.041 | 97 | 1.1 | -6 | -8 | 6 | 1.1 | 8 | 97
Cc1ccc(S(=O)(=O)NCc2ccncc2)cc1C | 74* | -0.59 | 70 | 1.1 | -9 | 3 | 31 | 0.89 | -3 | 39
O=C(NCCN1C(=O)S/C(=C\c2ccc(OC(F)F)cc2)C1=O)[C@@H]1CCCN1C(=O)c1cccs1 | 8 | nt | 96 | 1 | -1 | 7 | 5 | 1 | -7 | 95
CC1CCCC(NC(=O)COC(=O)c2c[nH]c(=O)[nH]c2=O)C1C (configuration not stated) | -2 | 0.84 | 98 | 1 | -1 | 17 | 2 | 1 | -17 | 102
CCO[C@H]1OC(C(=O)NCc2ccccc2)=C[C@@H](c2ccc(Br)cc2)[C@@H]1CCCO | nt | nt | 92 | 1.1 | -7 | -8 | 10 | 0.77 | 8 | nt
C=CCNC(=S)N/N=C/c1ccc(C)c([N+](=O)[O-])c1 | 10 | -1.8 | 94 | 0.8 | 21 | 7 | 7 | 1 | -7 | 95
O=C(C1=C[C@H](C2CCCCC2)C[C@H](OCCCCO)O1)N1CCOCC1 | nt | nt | 103 | 1 | -4 | -11 | -2 | 1.1 | 11 | nt
COc1ccc(CN2CCCCC2C(=O)Nc2ccc(OC)c(OC)c2)cc1OC (configuration not stated) | -1 | 0.94 | 98 | 1.1 | -6 | -5 | 2 | 1.1 | 4 | 107
CCOC(=O)C(=N/O)/C(C)=N/NC(C)=O | 10 | 0.065 | 97 | 1 | 1 | -5 | 1 | 1.1 | 6 | 97
O=C(C1CCC(Cn2c(=S)[nH]c3ccccc3c2=O)CC1)N1CCN(c2ccccn2)CC1 (configuration not stated) | 14 | 0.69 | 80 | 1 | -5 | -14 | 20 | 0.61 | 14 | 90
O=C(O)c1sccc1S(=O)(=O)c1ccccc1 | 4 | 0.69 | 109 | 1 | -4 | -13 | -10 | 1.2 | 13 | 102
Cc1nc2c(-c3ccc(F)cc3)c(C)nn2c(C)c1CCC(=O)NC(C)CCc1ccco1 (configuration not stated) | 14 | nt | 92 | 1.1 | -9 | -24 | 9 | 0.92 | 24 | 92
COc1ccc(C(=O)OCC(=O)Nc2nc3c(F)c(F)c(F)cc3s2)cc1OC | 18 | 0.29 | 106 | 1 | -4 | 12 | -8 | 0.91 | -12 | 91
O=C(NCc1ccccc1)C1=C[C@@H](C2CC2)C[C@@H](OCc2ccc(CO)cc2)O1 | nt | nt | 103 | 1 | 0 | 16 | -2 | 0.96 | -16 | nt
CN(C)c1ccc(/C=C2/NC(=O)NC2=O)cc1 | 16 | -0.97 | 99 | 0.3 | 73* | 11 | 1 | 1.4 | -11 | 93
COc1ccc(CN2C(=O)CCC2(C)C(=O)NC2CCCCCC2)cc1 (configuration not stated) | -2 | 0.12 | 98 | 1.1 | -6 | -12 | 2 | 1.1 | 12 | 103
COc1ccc(NC(=O)/C(C#N)=C\c2cc(C)n(-c3ccc4c(c3)OCO4)c2C)cc1 | -19 | 0.074 | 106 | 1 | -4 | -7 | -7 | 1.3 | 7 | 119
COc1ccc(S(=O)(=O)N(CC(=O)NCC2CCCO2)c2ccc(F)cc2)cc1OC (configuration not stated) | 2 | nt | 100 | 1.1 | -7 | -12 | 0 | 0.95 | 12 | 101
CCCCC(=O)Nc1ccc(NC(=S)NC(=O)CCCCl)cc1OC | 0 | -1.1 | 92 | 1.1 | -9 | 14 | 9 | 1.3 | -14 | 100
Cc1c(NC(=O)c2cc3ccccc3oc2=O)c(=O)n(-c2ccccc2)n1C | -2 | 0.3 | 113 | 1 | -1 | 29 | -14 | 1.6 | -29 | 99
CCn1c(=O)cc(OCC(=O)Nc2ccccc2C#N)c2ccccc21 | 17 | nt | 102 | 1.1 | -10 | 2 | -2 | 0.98 | -2 | 90
C=CCNC(=O)/C(=C\C=C\c1ccccc1)NC(=O)c1ccccc1Cl | 5 | 0.045 | 98 | 0.8 | 18 | 7 | 3 | 0.9 | -7 | 99
OCc1cn(-c2ccccc2)nc1-c1cccnc1 | 8 | -0.0034 | 94 | 1 | 0 | -6 | 6 | 1 | 6 | 96
O=C(CCC(=O)c1ccc(Cl)cc1)OCC(=O)c1ccccc1 | 7 | nt | 94 | 1 | -2 | 16 | 6 | 1.1 | -16 | 104
O=C(O)C1CCCCN1S(=O)(=O)c1ccccc1 (configuration not stated) | 5 | 0.023 | 108 | 1.1 | -6 | 21 | -8 | 0.88 | -21 | 96
CCNC(=S)Nc1ccc(OCC)cc1 | 22 | -0.071 | 96 | 1 | -3 | 0 | 4 | 1.1 | 0 | 83
COc1cccc(NC(=O)Nc2cc(C)ccc2OC)c1 | 17 | -0.51 | 111 | 1 | -1 | -2 | -13 | 1.1 | 2 | 94
Cn1cc(Br)c(C(=O)NC(=S)N2CCN(c3ccccn3)CC2)n1 | 2 | 0.88 | 103 | 1 | 2 | 7 | -4 | 1.1 | -7 | 102
CCCCN(CCCC)S(=O)(=O)c1ccc(NC(=O)Cc2cccs2)cc1 | 4 | 0.25 | 88 | 1 | -3 | -21 | 14 | 0.99 | 21 | 97
O=C(NC1CCCC1)c1cccc(NC(=O)c2ccco2)c1 | 2 | nt | 103 | 1 | 0 | -29 | -4 | 1.1 | 29 | 101
COC(=O)c1ccc2c(=O)n(CCCCCC(=O)N3CCN(c4ccc(F)cc4)CC3)c(=O)[nH]c2c1 | 16 | nt | 98 | 1 | -5 | 0 | 2 | 0.83 | 0 | 91
CN(CCC#N)CC(=O)Nc1ccc(NC(=O)CN(C)CCC#N)cc1 | -3 | nt | 107 | 1 | -1 | -3 | -7 | 1.2 | 3 | 106
COCCN(C(=O)c1ccco1)c1nnc(-c2ccc(F)cc2)s1 | 11 | 0.53 | 117 | 0.9 | 5 | 35 | -20 | 1.6 | -35 | 97
Cc1nc(CNS(=O)(=O)c2cc(F)ccc2F)cs1 | -1 | -0.79 | 108 | 1.1 | -6 | -9 | -9 | 1.2 | 9 | 101
Cc1cc(NC(=O)c2cn(C3CCCCC3)c(=O)c3c2c2ccccc2n3C)no1 | 17 | nt | 94 | 1 | -5 | -5 | 6 | 0.42 | 5 | 90
Cc1cc(C)nc(SCc2cc(=O)c(OC(=O)c3ccc(Br)o3)co2)n1 | -2 | -0.47 | 87 | 0.4 | 60* | -4 | 15 | 0.93 | 4 | 105
CCOC(=O)N1CCN(S(=O)(=O)c2cc(Cl)ccc2Cl)CC1 | -2 | -0.027 | 111 | 1 | -5 | -10 | -14 | 0.9 | 10 | 105
CCCN1C(=O)C2(C(C(=O)c3ccc(C)o3)=C(O)C(=O)N2CCCN2CCOCC2)c2ccccc21 (configuration not stated) | 9 | nt | 101 | 1.1 | -6 | 1 | -1 | 0.9 | -1 | 96
Cc1cc(C(=O)NC(=S)Nc2cccc(C(=O)O)c2C)ccc1[N+](=O)[O-] | 6 | -0.39 | 100 | 1.1 | -5 | 15 | 0 | 1 | -15 | 95
O=C(NCCc1ccccc1)c1ccco1 | 3 | 0.49 | 119 | 1 | 1 | 7 | -24 | 1.8 | -7 | 99
COc1ccc(S(=O)(=O)NC2(C(F)(F)F)N=C3SCCN3C2=O)cc1 (configuration not stated) | 5 | nt | 102 | 0.9 | 13 | 11 | -2 | 0.95 | -11 | 100
CCOC(=O)C1CCCN(C(c2ccccn2)c2c(C)[nH]c3ccccc23)C1 (configuration not stated) | 5 | -1.4 | 94 | 1.1 | -8 | -3 | 4 | 0.84 | 3 | 100
CCN(CC)CC(=O)Nc1sc2c(c1C(=O)c1ccccc1OC)CCC2 | -6 | nt | 90 | 1.1 | -10 | 2 | 9 | 1 | -2 | 108
O=C(/C=C/c1cccc([N+](=O)[O-])c1)Nc1cccc(NC(=O)c2cccs2)c1 | 7 | nt | 102 | 1 | -1 | -14 | -2 | 0.56 | 14 | 97
Cc1ccc2nc(-c3ccc(NC(=O)CSc4ccccc4)cc3)[nH]c2c1 | 10 | nt | 163* | 0.9 | 7 | 88 | -70 | 3.5* | -88 | 99
O=C(Nc1nccs1)C1CCN(S(=O)(=O)c2ccc3c(c2)OCCCO3)CC1 | 11 | nt | 100 | 1 | 4 | -4 | 1 | 0.83 | 4 | 95
O=C(CN1C2=NCCN2c2ccccc21)c1cccs1 | 0 | nt | 106 | 1 | -4 | -8 | -6 | 0.92 | 8 | 102
CCC(=O)Nc1cccc(NC(=S)NC(=O)c2ccc(Cl)cc2)c1 | 12 | nt | 127 | 1 | -2 | 64 | -30 | 1.5 | -64 | 89
O=C(C1CCN(S(=O)(=O)c2cccc3cccnc23)CC1)N1CCN(C2CCCCC2)CC1 | -3 | nt | 101 | 1 | 3 | -1 | 0 | 0.8 | 1 | 102
Nc1c(C(=O)NCCc2ccccc2)sc2nc(N3CCOCC3)c3c(c12)CCCC3 | 13 | 0.36 | 95 | 1 | -3 | 1 | 4 | 0.48 | -1 | 95
Cc1cc2nnc(SC(C)C)n2c2ccccc12 | 14 | nt | 87 | 1 | -4 | -3 | 5 | 1.2 | 3 | 91
COC(=O)C(NC(=O)c1ccccc1)c1ccccc1 (configuration not stated) | 1 | nt | 97 | 1.1 | -6 | -11 | 3 | 1.3 | 11 | 104
O=C(c1cccc(C(F)(F)F)c1)c1c[nH]c(C(=O)NCCCN2CCOCC2)c1 | 2 | -0.46 | 97 | 1 | -4 | 25 | 2 | 0.99 | -25 | 104
CC1=CC2=NC(=O)CC(C)(C(=O)N(CC(=O)NC(C)(C)C)C3CCCC3)N2C=C1 (configuration not stated) | -4 | nt | 95 | 1 | -5 | 1 | 5 | 0.87 | -1 | 105
Cc1sc2nc(SCC(=O)c3cccs3)n(Cc3ccco3)c(=O)c2c1C | 4 | nt | 102 | 1.1 | -7 | 2 | -2 | 0.94 | -2 | 101
Cc1ccccc1OCC(O)CN1CCN(c2ccccn2)CC1 (configuration not stated) | 9 | -0.007 | 104 | 1.1 | -7 | -1 | -7 | 1 | 1 | 96
COc1ccc(Oc2cnc3ccccc3n2)cc1 | 12 | -0.057 | 117 | 0.9 | 5 | 25 | -17 | 1.8 | -25 | 92
CN(C)/C=N/c1ncc(C(=O)OC(C)(C)C)s1 | 4 | 0.05 | 116 | 0.9 | 6 | -6 | -19 | 1.4 | 6 | 106

Complete entries from above. Order of values: STAT3 blocker	ROMK primary	STAT1 act	FLuc act counter	FLuc inh counter	APP 5'UTR act	STAT1 inh	NF-kB neuron act	APP transl inh	STAT3 activator
Record of O=C(c1cccc(C(F)(F)F)c1)c1c[nH]c(C(=O)NCCCN2CCOCC2)c1 = 2	-0.46	97	1	-4	25	2	0.99	-25	104
Record of COc1ccc(S(=O)(=O)NC2(C(F)(F)F)N=C3SCCN3C2=O)cc1 (configuration not stated) = 5	nt	102	0.9	13	11	-2	0.95	-11	100

High-throughput results deposited in PubChem by several laboratories.
